# Screening data as filed in PubChem BioAssay.
# IDE inh – cellular human IDE inhibition | HEK cells, FAbetaB cleavage, fluorescence polarization | inhibition, % at 5.59 µM | 320,000 compounds, 0.41% hits | AID 434962;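 active = percent inhibition above the average of all tested compounds plus 3 SD, set per screening campaign, cut at about 16% in these data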;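 also: IDE supplied by intact live HEK cells; FP after avidin binding of uncleaved biotin substrate so inhibition keeps polarization high; 0% = DMSO wells and 100% = 60 µM reference IDE inhibitor Ii1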
# VIM-2 inhibitor – blocks Pseudomonas aeruginosa VIM-2 metallo-beta-lactamase. purified VIM-2, nitrocefin hydrolysis, epi-absorbance fluorescence. inhibition, % at 5.6 µM. 290,000 compounds, 0.89% hits. AID 1527;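 active = inhibition above the mean of all tested compounds plus 3 SD, cutoff set per screening run, cut at about 7.5% in these data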;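 also: red hydrolysis product quenches plate fluorescence so inhibitors raise well fluorescence; 0% = enzyme with DMSO and 100% = DMSO without enzyme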
# PfM18AAP inh – blocks P. falciparum M18 aspartyl aminopeptidase; recombinant PfM18AAP, H-Glu-NHMec fluorogenic cleavage; inhibition, % at 7.35 µM; 290,000 compounds, 1.2% hits; AID 1822;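 active = inhibition above the campaign mean inhibition over all tested compounds plus 3 SD, cut at about 28% in these data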;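 also: 0% = plate median of test compound wells and 100% = 2 mM ZnCl2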
# pCIP destab – p/CIP protein destabilization. 290,000 compounds, 0.01% hits. F442A p/CIP-EGFP cells, EGFP fluorescence, 16 h. decrease of EGFP signal, % at 10 µM;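 active = EGFP signal decrease of at least 30% at 10 µM or well 3 SD below plate mean, unless failing retest; inactive = the rest, including hits failing retest or dose response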; also: some compounds called inactive have numbers as strong as hits; many of its hits are not listed in these tables
# SUMO HTRF inh – SUMOylation inhibition. P63279. HTRF SUMOylation assay, SAE1/SAE2 + UBC9, in vitro. inhibition, % at 35 µM. 290,000 compounds, 0.36% hits. AID 2006; in the data active = inhibition above about 50%, passing the limit was not always enough; also: strong numbers were not always called active
# DNA FID counter – counter-screen for HCV NS3 helicase inhibitors: DNA intercalator displacement | DNA fluorescent intercalator displacement, fluorescence | inhibition, % at 7.9 µM | 290,000 compounds, 0.17% hits; in the data active = inhibition above about 37%;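 also: 0% = vehicle and 100% = reference compound; higher means more ethidium bromide displaced from hairpin DNA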
# IDE cell activ – activators of human insulin-degrading enzyme in cells; P14735; HEK cells, FAbeta-B cleavage, fluorescence polarization; 0% vehicle, 100% cell-free pure enzyme wells; activation, % at 5.96 µM; 340,000 compounds, 0.073% hits;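 active = activation above the mean of all tested compounds plus 3 SD, set per screening campaign, cut at about 17% in these data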
# IMP-1 inh – blocks Pseudomonas aeruginosa IMP-1 metallo-beta-lactamase; 290,000 compounds, 0.45% hits; purified IMP-1, nitrocefin hydrolysis, epi-absorbance fluorescence; inhibition, % at 5.6 µM;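 active = inhibition above the mean plus 3 SD of all compounds in the same screening run, cut at about 4.5% in these data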;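 also: 0% = IMP-1 with DMSO and 100% = DMSO wells lacking enzyme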
#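 System: purified recombinant IMP-1 beta-lactamase. Medium: Zinc- and detergent-supplemented HEPES buffer, pH 7.1. Compound: one 5.6 µM dose […]. Schedule: 15 min preincubation plus 25 min reaction at 25 °C. Technique: Epi-absorbance fluorescence, 480 nm excitation, 530 nm emission.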
# HCV NS3 hel inh – inhibitors of Hepatitis C virus NS3 helicase; NS3 helicase DNA unwinding, Cy5 molecular beacon fluorescence; inhibition, % at 10.9 µM; 290,000 compounds, 0.56% hits; AID 1800;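 active = inhibition above the mean of all tested compounds plus 3 SD, set per campaign, cut at about 35% in these data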;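 also: 0% = DMSO wells and 100% = thioflavine S control wells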
#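 Control set: DMSO versus 110 µM thioflavine S; Material: NS3 helicase fragment of HCV; Measured by: Cy5 fluorescence at 0 and 60 min, beacon hairpin quenching; Read-out basis: percent inhibition from t60/t0 fluorescence ratio; Times: reaction time 60 min, 25 °C; Repeats: single replicate; Compound dosing: single dose, 10.9 µM nominal final, DMSO 0.8% final.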
# * hit, by the source's call; nt = not tested or not shown.
# Results follow in this order: IDE inh, VIM-2 inhibitor, PfM18AAP inh, pCIP destab, SUMO HTRF inh, DNA FID counter, IDE cell activ, IMP-1 inh, HCV NS3 hel inh
N#C/C(C(=O)N1CCOCC1)=C1/SC(Cc2ccccc2Cl)C(=O)N1c1ccccc1 (stereo unspecified)
 : 6, -4.0, 4, -19, -3, -25, -3, -3.7, 9
COCCN1C(=O)C(=O)/C(=C(/O)c2ccc(C)cc2)C1c1ccccn1 (stereo unspecified)
 : -2, 0.4, 0, 3, 14, 3, -2, -2.1, 4
Cc1[nH]c2ccc(F)cc2c1CCN(Cc1cccnc1)C(=S)Nc1ccccc1
 : 4, -3.2, 1, 8, -34, -2, 5, -2.7, -5
O=C(c1cc2ccccc2s1)N1CCOCC1
 : 7, 0.2, -6, 3, -2, -3, 0, 2.1, -1
N/C(=N\OC(=O)c1csnn1)c1ccc(C(F)(F)F)cc1
 : -4, -2.2, 1, 0, 18, 1, -2, 0.1, -9
O=C(Nc1ccc(Cl)cc1C(=O)N1CCCCC1)c1ccco1
 : 2, -2.6, 0, 10, -8, -9, 8, -2.5, 12
O=C(C1CCCN(c2ncnc3c2nc2n3CCCCC2)C1)N1CCCCC1 (stereo unspecified)
 : 3, 0.1, -2, -15, 15, -44, -5, -2.4, 3
COc1cccc(CC(NC(C)=O)C(=O)NC2CCN(c3nnnn3-c3ccccc3)CC2)c1 (stereo unspecified)
 : -1, -2.5, -4, -11, 4, -9, -2, -1.3, 6
CC(NC(=O)c1cn(C)c2ccc(S(=O)(=O)N3CCCC3)cc2c1=O)c1ccc2c(c1)OCCO2 (stereo unspecified)
 : -4, -5.0, -6, -4, -16, 1, 3, -1.6, -1
COc1cc(NC(=O)c2ccc(COCC(F)(F)F)o2)cc(OC)c1OC
 : -2, -1.7, -8, -14, 6, -16, 6, -3.1, 3
O=C(CCc1nnc(C2(c3ccc(Cl)cc3)CCC2)o1)NC1CC1
 : 0, -2.4, -6, -5, 11, -14, 0, -1.7, -3
O=C(NC1CCCC1)C1CC(=O)N(c2ccc(F)cc2)C1 (stereo unspecified)
 : 0, 0.4, 2, -26, 4, -3, 6, -0.6, -2
Cc1cc(=O)oc2cc(OCC(=O)OCC(=O)Nc3c(C)n(C)n(-c4ccccc4)c3=O)ccc12
 : 1, 2.1, -2, 3, 3, 15, -3, -2.1, -13
O=C(/C=C/c1ccccc1)Nc1cccc(C(=O)O)c1
 : -7, -2.4, 11, 5, 10, 0, 2, -3.2, 9
CCOC(=O)C1(Cc2cccc(OC)c2)CCN(CC=C(C)C)CC1
 : 4, -3.7, -1, 4, 6, 4, 7, -2.0, -2
CCn1c2ccccc2c2nnc(SCc3ccc(C(=O)OC)o3)nc21
 : 6, 7.0, -7, -12, -19, -24, 3, -4.1, 0
Cn1cnnc1SCc1ccc(C(=O)N=Nc2c(O)n(C)c3ccccc23)cc1
 : 4, 5.8, -4, -5, 3, -25, 8, -2.8, 6
CC(C)(C)C1=C(C#N)C(c2ccc3c(c2)OCO3)C(C#N)=C(N)O1 (stereo unspecified)
 : 0, -1.6, 11, 3, -2, -3, 3, 2.4, -4
CCN(CC(=O)Nc1ccc(NC(C)=O)cc1)C(=O)C(c1ccccc1)c1ccccc1
 : 1, -2.9, -1, -9, -6, -23, 0, -1.3, 3
CCOc1ccc(N(CC)C(=O)c2nn(-c3ccc(OC)cc3)c(=O)c3c2c2ccccc2n3C)cc1
 : -2, -3.2, 2, 8, 19, -8, -1, -2.3, 2
CCO[C@@H]1OC(C(=O)NCc2ccccc2)=C[C@H](C2CC2)[C@H]1CCCO
 : 6, -4.7, 4, -2, -10, -24, 0, -3.2, 18
CN=C1SC(CC(=O)Nc2ccc(N3CCOCC3)cc2)C(=O)N1C (stereo unspecified)
 : 5, -0.6, 5, -8, 10, 0, 2, -5.7, 2
O=C(CCC(=O)c1cccs1)Nc1ccc(F)c(F)c1F
 : 0, 1.2, 17, -5, 1, -6, 3, -0.9, 5
COC(=O)c1sccc1S(=O)(=O)NC(C)c1cnn(-c2ccc(OC)cc2)c1C (stereo unspecified)
 : 0, 0.1, -6, -14, 21, -23, 3, -0.7, 2
COc1ccc(CN(C)C(=O)c2ccccc2Sc2ccccc2C#N)cc1OC
 : 5, -2.1, 8, -12, 3, -61, 0, -3.4, -5
COc1ccc(Cl)cc1NC(=S)NCCSc1ccc(C)cc1
 : -2, 0.0, -8, -3, -20, -7, 0, 1.1, -14
CCC(CO)N=CC1=C(O)CC(c2ccccc2)CC1=O (stereo unspecified)
 : -6, -1.1, -12, -15, 16, -5, -2, -2.3, -3
O=C(CSc1nc2ccccc2o1)NC(=O)NCc1ccccc1
 : -2, -3.7, 4, 0, 12, -16, 0, -2.0, -1
OC(COCCC12CC3CC(CC(C3)C1)C2)CN1CCCCC1 (stereo unspecified)
 : 1, -2.0, 1, -4, 13, 5, 2, -2.7, -9
C=C(C)Cn1c(=O)c2c(nc3n2CCN3c2cccc(Cl)c2C)n(C)c1=O
 : 4, nt, nt, -10, 27, nt, -2, nt, nt
CN(CCNC(=O)c1ccc(/C=N/O)nc1)Cc1ccccc1
 : -2, -2.2, 0, -5, 8, -3, 0, -2.9, 7
O=C(Nc1ccc([N+](=O)[O-])cn1)C1CCCCC1
 : 6, -0.9, -1, 0, 0, 2, 2, -2.3, 8
COc1ccccc1NS(=O)(=O)c1cc(NC(=O)CNC(=O)c2ccccc2)ccc1C
 : 2, 1.0, -8, -14, -5, -9, 5, -0.5, -7
Cc1cccc(NC(=O)c2onc3c2CCCC3)n1
 : 7, 0.3, -15, -7, -15, -2, -4, 1.1, -3
Cc1csc(C(=O)O)c1-c1c(C)csc1C(=O)O
 : 6, 1.6, 2, 4, -7, -1, 3, -3.6, -4
Cc1cccc(NCC(O)Cn2cnc3c2c(=O)n(C)c(=O)n3C)c1 (stereo unspecified)
 : 2, -0.7, 23, -12, 14, -8, 4, -5.1, 0
CC(C)CNS(=O)(=O)c1ccc(CCC(=O)N2CCC(C(N)=O)CC2)cc1
 : 0, -1.1, -1, -5, 0, -8, 8, -0.4, 3
Cc1cc(Cl)ccc1NC(=S)N1CCN(C(=O)c2ccco2)CC1
 : -1, -1.8, 4, 8, 4, -16, -1, -2.0, 1
O=C(O)/C=C/c1ccc2c(-c3ccccc3)onc2c1
 : -1, -2.4, 9, -14, 8, -15, 7, -1.6, 54*
COc1ccccc1C(C)NC(=O)CCOc1cccc(C)c1 (stereo unspecified)
 : 0, -1.8, -1, 7, -4, -28, 2, -1.9, 12
CC(C)OCCCNC(=O)Cn1ccc2cc(S(=O)(=O)N3CCCCC3)ccc21
 : -2, -1.9, 5, 2, 4, -40, -3, -0.9, -3
CCc1c(O)nc(SCC(=O)Nc2ccc(C)cc2)n(C2CCCCC2)c1=O
 : -2, -2.4, 0, 8, -12, -27, -3, -2.9, 8
CC(C)(C)NS(=O)(=O)c1ccc(CCC(=O)N2CCCCC2)cc1
 : 2, -4.9, 2, 0, 9, -23, 4, -3.4, 6
Cc1ccc(-c2nc(SCC(=O)Nc3cc(C)on3)c3c(=O)n(C)c(=O)n(C)c3n2)cc1
 : -5, -2.2, -10, 4, 2, -4, 0, -1.7, 0
Cc1cc(C)c(NC(=O)C2CCN(C(=O)c3ccco3)CC2)c(C)c1
 : 6, -0.8, -3, 7, 8, -5, 4, -1.3, 4
CCCC(=O)Nc1ccc(C(=O)N/N=C/c2ccc([N+](=O)[O-])o2)cc1
 : -6, -3.6, 10, -13, 13, -7, 2, -5.4, 29
COc1ccc(NC(=O)CNS(=O)(=O)c2ccc(Cl)cc2)cc1OC
 : -3, 2.0, 9, -5, -2, -2, 3, 0.4, -6
O=C1CC(Nc2ccccc2)C(=O)N1Cc1ccccc1 (stereo unspecified)
 : 5, -3.2, -5, -11, 5, -4, 1, -3.7, 0
CCOC(=O)c1cnc(N2CCOCC2)[nH]c1=O
 : -2, -2.9, 7, 0, 27, 4, 4, -2.0, -9
O=C(NCCN1CCCC1)c1cccc(Cl)c1
 : -4, -1.2, 0, 2, 4, -2, -2, -0.4, -22
Cc1nc2cc(NS(=O)(=O)c3cccc(F)c3)ccc2s1
 : 0, 0.8, -6, -7, -4, -13, 6, -2.6, -13
COC(=O)c1ccc(CN2C(=O)c3ccccc3C2=O)o1
 : 2, 0.7, -4, -2, 0, -6, 3, -4.1, 16
CC(C)n1c(SCC(=O)NC2CC2)nnc1-c1ccco1
 : 1, -2.0, -1, -12, 4, -6, -2, -2.8, -5
Cc1oc(CC(C)C)cc1C(N)=O
 : 9, -1.8, -7, -9, 7, 1, 6, -4.5, -11
O=C(CSCc1ccccc1Br)N/N=C/c1ccc(OCC(=O)N2CCCCC2)cc1
 : 0, -4.5, 4, 7, -3, -24, 2, -3.7, -6
CN1CC(=O)N(CC(=O)Nc2ccc3c(c2)CCC3)C1=O
 : 2, -0.7, -4, 1, -1, -1, 3, -0.8, 0
CC(=O)Nc1sc2c(c1C(c1ccccc1)N1CCOCC1)CCCC2 (stereo unspecified)
 : 2, -2.8, 4, -13, 25, -3, -5, 0.3, 1
Cc1cc(C)n(C(=O)CNC(=O)c2ccccc2F)n1
 : 3, -1.8, 0, 9, -13, -8, 5, -2.2, -12
CC(=O)Nc1ccc(S(=O)(=O)N(C)CCOCc2ccccc2)cc1
 : -4, 1.2, -4, -1, 4, -6, -2, -0.5, -4
CCN1CCN(Cc2nc3ccc([N+](=O)[O-])cc3c(=O)n2-c2ccc(OC)cc2OC)CC1
 : 3, -2.8, 2, -5, -2, 12, 3, -0.9, -6

# Carrying on.
# Results follow in this order: IDE inh, VIM-2 inhibitor, PfM18AAP inh, pCIP destab, SUMO HTRF inh, DNA FID counter, IDE cell activ, IMP-1 inh, HCV NS3 hel inh
CCCCn1c(SCC(N)=O)nc2sc3c(c2c1=O)CCC3
 : 3, -0.1, 4, -12, 8, -14, 7, -2.8, 8
O=C(CSCc1ccccc1)N1CCN(Cc2ccc3c(c2)OCO3)CC1
 : 3, -1.5, 3, -4, 15, -19, 3, 0.0, -3
CC1(c2nnc(-c3ccc(F)cc3)o2)CC(c2ccc([N+](=O)[O-])cc2)=NO1 (stereo unspecified)
 : 4, nt, nt, -6, 12, nt, -3, nt, nt
C#C[C@]1(O)CC[C@H]2[C@@H]3CCc4cc(OC)ccc4[C@H]3CC[C@@]21C
 : 3, -1.6, -1, 3, -14, -4, 6, -2.0, -4
COc1ccc(Cn2nnnc2C(C(C)C)N2CCN(c3ccccc3OC)CC2)cc1 (stereo unspecified)
 : -1, -4.7, -14, 6, 3, -24, -8, -4.0, -5
Cc1cc(N)c(-n2cc3c(=O)n(C)c(=O)n(C)c3c2)cc1C
 : 8, -3.6, 0, -8, 12, -14, 3, -3.5, -2
Cc1cc(C)c(NC(=O)CS(=O)CC(=O)NC2CCCc3ccccc32)c(C)c1 (stereo unspecified)
 : 2, -2.1, -5, 3, 2, -26, 2, -3.1, 3
COCc1cc(C)nc(Nc2cc(C)ccc2C)c1C#N
 : -5, -2.1, 0, 1, 10, -1, -3, -3.5, -2
CCOc1ccc(Br)cc1S(=O)(=O)N1CCC(C(N)=O)CC1
 : -1, -5.4, -1, -6, 21, -12, 7, -5.6, -2

# An unsorted share of the library; any-hit rate near 3.6%.
